Source: PubChem BioAssay
PKM2 act – PKM2 (human) enzyme activation; hit rate 0.34% among 260,000; Potency, µM (doses to about 57.5 µM), for the others: at the highest dose activation, usual class: activators; purified PKM2, Kinase-Glo ATP luminescence, activation; response scale: 0% is enzyme alone, no compound; P14618; further: potency means the concentration at half of the fitted maximal effect; nearly all actives have a fitted effect of over 55% in size
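Purified hPK-M2 (>95%) run at intermediate activity with 0.1 mM ADP and 0.5 mM PEP in 50 mM imidazole pH 7.2, KCl, MgCl2; 1 h room temperature. ATP formed read by Kinase-Glo luminescence; normalized to uninhibited and no-enzyme controls.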
B2AR arrestin – recruits beta-arrestin to the human beta2-adrenergic receptor; beta-arrestin recruitment to beta2AR, cell-based reporter; Potency, µM (series often up to 46.1 µM), for the others: at the highest dose activation, actives largely listed as activators; hit rate 0.02% among 330,000; AID 492947;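 further: potency means the concentration at half of the fitted maximal effect; 0% = DMSO controls and full agonism = EC100 isoproterenol or metaproterenol; nearly all actives have a fitted effect of over 65% in size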
uPA generation – inhibitors of cell surface uPA generation | cell surface uPA generation assay, qHTS | Potency, µM (series often up to 38.3 µM), for the others: at the top dose activity change, negative = inhibition, most hits filed as inhibitors | hit rate 0.31% among 330,000 | AID 540303; active means well fitted inhibition curve with a large enough effect; inconclusive means small, poorly fitted or top-dose-only effect; inactive means no such curve, though single readings can be large or run the other way; tested in mouse RAW 264.7 cells; further: potency means the concentration at half of the fitted maximal effect; nearly all actives have a fitted effect of over 55% in size
KCNH2 3.1 block – KCNH2 3.1 (human) potassium channel inhibition; U2OS KCNH2 3.1, thallium flux FluxOr; active compounds read low; activity change, % (tested at about 1.8 µM); hit rate 0.95% among 340,000;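 active means maximum activity change below -70%; inconclusive means maximum activity change from -70% to -50%; inactive means maximum activity change above -50%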;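 further: thallium influx rate constant from kinetic fluorescence after stimulation buffer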
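Steps: virus added to U2OS suspension (4 h, RT, dark); medium with 10% FBS added, cells plated, 37 C overnight; FluxOr/Red40 loading buffer 45 min RT; stimulation buffer, 2 min kinetic read; rate constant normalized.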
Giardia kill – Giardia lamblia killing | activity change, % at 7.66 µM, hits read low | Giardia lamblia trophozoite viability | hit rate 0.15% among 340,000; in the data active means activity change below about -80%; inconclusive means between about -30% and that limit;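 further: parasites exposed to compound for two days anaerobically before the ATP read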
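Media and compound were dispensed first, then trophozoites at 100 cells/well; plates sat 48 hrs at 37 deg C without oxygen before ATP luminescence reagent was added and read after 15-30 min at room temperature.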
USP2a block – blocks human ubiquitin-specific protease USP2a; O75604; Potency, µM (highest dose often 38.3 µM), without a hit: at the highest dose activity change, negative = inhibition, hits mostly inhibitors; AID 463254; hit rate 0.01% among 330,000; USP2 core, Ub-CHOP2 coupled fluorogenic reporter, 485/531;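 further: potency means the concentration at half of the fitted maximal effect; plate controls were DMSO wells for no effect and full inhibition by NEM control for full effect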
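USP2 core (10nM final) preincubated 30min RT with compound in 20mM Tris-HCl pH 8.0, 2mM CaCl2, 2mM beta-mercaptoethanol, 0.05% CHAPS; 25nM Ub-CHOP2 plus 25nM reporter substrate added, fluorescence (Ex485/Em531) read after 60min.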
Coupling enz – coupling enzyme interference in Giardia aldolase counter-screen. coupling enzyme system counterscreen, AmpLite Red fluorescence. activity change, negative = inhibition, % at 58.2 µM, hits read low. hit rate 0.67% among 290,000; in the data active means activity change below about -30%
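Final compound at 57.5 uM, incubated 10 min at RT with coupling enzyme reagent (glyceraldehyde-3-phosphate), then 20 min with substrate and AmpLite Red detection. Fluorescence read at 525/598 nm; tests interference with the coupling assay, not aldolase inhibition.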
Chronic BCR inh – blocks chronic active B-cell receptor signaling | Potency, µM (doses to about 46.1 µM), for the others: at the top dose ratio change, negative = lower green/red ratio, most hits filed as inhibitors | hit rate 0.05% among 340,000 | ABC-DLBCL IkBa-CBG/CBR reporter, luminescence ratio, 4 h; active means well fitted inhibition curve with a large enough effect in the signal ratio, with a control signal flat, not every such curve was filed as active; inconclusive means small, poorly fitted or top-dose-only effect, or effect the other way, or a change in a side signal; the % refers to the signal ratio;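 further: potency means the concentration at half of the fitted maximal effect; plate controls were basal doxycycline-induced cells for no effect and cells given 10 µM MG132 for full effect; MG132 reads +100%, hits lower the ratio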
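TMD8 human ABC-DLBCL cells with doxycycline-inducible IκBα–green luciferase fusion and unfused red luciferase, in 0.5% FBS medium; compounds up to 46 uM, 4 h at 37C. Green/red luminescence ratio, filter-overlap corrected, fitted to concentration-response curves.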
Eya2 phos inh – blocks the phosphatase activity of human Eya2 | hit rate 0.006% among 330,000 | Potency, µM (doses to about 76.9 µM), without a hit: top-dose activity, negative = inhibition, hits mostly inhibitors | O00167 | recombinant Eya2, OMFP fluorescence dephosphorylation (OMFP is methylfluorescein phosphate); further: potency means the concentration at half of the fitted maximal effect
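Eya2 protein (added as 0.2 uM solution) was preincubated with compound for 10 min at ambient temperature in 50 mM HEPES pH 7.5, 50 mM NaCl, 5 uM MgCl2, 0.05% BSA, 1 mM DTT. OMFP (added at 50 uM) then reacted 10 min; fluorescence read at 485/525 nm.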
GALK inhibitor – inhibitors of human galactokinase. Purified GALK, Kinase-Glo residual ATP luminescence. Potency, µM (highest dose often 57.5 µM), without a hit: at the highest dose activity change, negative = inhibition, usual class: inhibitors. hit rate 0.007% among 270,000; further: potency means the concentration at half of the fitted maximal effect
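The enzyme phosphorylates galactose (100 uM) using ATP (35 uM); inhibition is detected as higher residual ATP, quantified by bioluminescence after 1 h reaction at room temperature, pH 8.0.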
hERG WT inh – KCNH2 (human, wildtype) channel inhibition. Q12809. U2OS, BacMam KCNH2, thallium flux FluxOr; active compounds read low. activity change, % at 1.84 µM. hit rate 0.37% among 340,000;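 active means maximum activity change below -70%; inconclusive means maximum activity change between -70% and -50%; inactive means maximum activity change above -50%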
Target sequence (Q12809 whole entry, looked up): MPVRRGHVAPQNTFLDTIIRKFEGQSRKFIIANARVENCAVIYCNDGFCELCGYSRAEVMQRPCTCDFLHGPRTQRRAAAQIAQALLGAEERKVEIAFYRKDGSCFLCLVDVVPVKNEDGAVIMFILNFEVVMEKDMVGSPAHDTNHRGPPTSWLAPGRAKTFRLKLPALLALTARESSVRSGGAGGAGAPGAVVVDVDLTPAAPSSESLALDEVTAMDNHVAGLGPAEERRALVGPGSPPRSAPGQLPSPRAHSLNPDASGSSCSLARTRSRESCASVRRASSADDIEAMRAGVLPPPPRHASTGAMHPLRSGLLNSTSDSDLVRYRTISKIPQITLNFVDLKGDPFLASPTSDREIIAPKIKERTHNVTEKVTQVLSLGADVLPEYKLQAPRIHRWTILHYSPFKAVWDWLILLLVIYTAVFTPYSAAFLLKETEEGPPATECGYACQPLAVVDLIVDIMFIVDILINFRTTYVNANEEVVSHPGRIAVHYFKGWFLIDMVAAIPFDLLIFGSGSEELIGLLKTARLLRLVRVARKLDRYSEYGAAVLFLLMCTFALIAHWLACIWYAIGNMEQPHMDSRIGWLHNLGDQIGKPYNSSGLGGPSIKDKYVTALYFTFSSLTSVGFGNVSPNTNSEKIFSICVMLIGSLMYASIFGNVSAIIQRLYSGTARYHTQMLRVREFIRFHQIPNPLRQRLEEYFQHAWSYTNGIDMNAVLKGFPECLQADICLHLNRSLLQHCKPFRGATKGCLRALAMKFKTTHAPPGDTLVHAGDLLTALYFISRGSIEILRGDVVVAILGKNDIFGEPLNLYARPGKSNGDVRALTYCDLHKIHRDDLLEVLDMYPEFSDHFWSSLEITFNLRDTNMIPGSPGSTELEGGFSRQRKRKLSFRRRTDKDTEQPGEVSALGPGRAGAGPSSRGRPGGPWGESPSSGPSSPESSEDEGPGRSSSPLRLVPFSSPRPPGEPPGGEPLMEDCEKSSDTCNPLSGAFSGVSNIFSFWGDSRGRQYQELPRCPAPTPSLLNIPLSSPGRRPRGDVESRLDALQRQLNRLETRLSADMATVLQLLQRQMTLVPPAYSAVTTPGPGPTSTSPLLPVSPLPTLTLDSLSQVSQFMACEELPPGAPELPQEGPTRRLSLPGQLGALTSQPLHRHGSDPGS
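U2OS cells were transduced with wild-type KCNH2 virus (2.03 x 10^8 / mL) for 4 h at room temperature, then cultured overnight at 37 C. Thallium flux was read with FluxOr dye. Rate constants were normalized to DMSO controls.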
An asterisk follows results filed as active; i = inactive; ? = inconclusive; nt = not tested or not shown; & = joins results of further samples; [ ] = remark or other dose. Unless noted, the call rests on the fitted dose curve; in most records, active means well fitted curve in the direction sought with a large enough effect; inconclusive means small, poorly fitted or top-dose-only effect, or another doubt; inactive means no such curve, though single readings can be large; an effect the other way counts as inactive or inconclusive. Unless noted, on the % scale 0 is the no-effect control and ±100 the full control effect.

SMILES	PKM2 act	B2AR arrestin	uPA generation	KCNH2 3.1 block	Giardia kill	USP2a block	Coupling enz	Chronic BCR inh	Eya2 phos inh	GALK inhibitor	hERG WT inh
COc1ccccc1CNC(=O)CN1C(=O)NC(c2ccccc2)(c2ccc(C)c(C)c2)C1=O (configuration not stated)	nt	3.6%	-60%	?	-6	-11%	nt	?	-5%	nt	-12
COC(=O)c1cc(-c2ccc(Cl)cc2)n(-c2ccc(S(N)(=O)=O)cc2)n1	3%	-0.9%	4%	6	-4	2%	-2	1%	-18%	-1%	18
CCOc1ccc(NS(=O)(=O)c2ccc(NC(=S)NC(=O)C(C)C)cc2)cc1	1%	-0.3%	-2%	0	28	4%	-3	?	4%	-4%	2
O=C(CSc1ccc(-c2cccnc2)nn1)Nc1ccccc1C(F)(F)F	-6%	0.0%	0%	nt	6	-1%	nt	4%	-19%	-7%	2
CC1(C)CC(NC(=O)c2cc([N+](=O)[O-])cc([N+](=O)[O-])c2)CC(C)(C)N1	-4%	0.5%	-6%	-1	6	0%	-5	4%	2%	1%	5
CCOC(=O)CC1(NC(=O)c2cc(COc3c(F)cccc3F)on2)CCCCC1	nt	0.1%	2%	7	-4	2%	nt	0%	-9%	-1%	2
O=C(CCC(=O)N(CC(=O)NC1CCCCC1)Cc1ccccc1)Nc1ccccn1	-7%	0.4%	-3%	7	-1	-5%	2	12%	11%	0%	0
Cc1ccc(C)c(N2CCN(C(=O)C3CCCN(S(=O)(=O)c4c(C)[nH]c(=O)[nH]c4=O)C3)CC2)c1 (configuration not stated)	9%	-0.5%	5%	-36	9	3%	-2	-7%	-3%	2%	1
C=CCSc1nc(-c2ccc(OC)cc2)c(C#N)c(=O)n1CC=C	2%	-0.9%	-16%	-24	-21	-2%	5	-4%	-5%	6%	-5
COc1ccc(N(CC(=O)N/N=C/c2cccc(OC)c2OC)S(=O)(=O)c2ccccc2)cc1	nt	0.2%	3%	2	?	-8%	1	?	-1%	0%	-9
COc1ccc(NS(=O)(=O)c2cc(NC(=O)c3nc4nc(C)cc(C)n4n3)ccc2C)cc1	-1%	0.2%	0%	-22	-6	-8%	-2	?	-7%	4%	-5
N#CC1=C(N)N=C(SCc2ccccc2)C(C(N)=O)C12CCCCC2 (configuration not stated)	-9%	-0.8%	nt	-13	0	0%	-4	?	-15%	1%	-8
CCC(=O)NC(=S)Nc1ccccc1F	-5%	-0.6%	2%	-9	-7	2%	1	0%	10%	-1%	11
COC(=O)CSc1nc2ccc(NC(=O)c3ccccc3C(=O)N3CCOCC3)cc2s1	0%	0.3%	-4%	-5	2	3%	-6	-17%	6%	3%	-3
Cc1ccccc1CN1N=C(/C=C/c2ccccc2)CCC1=O	nt	-0.1%	2%	3	13	-7%	-1	-5%	?	10%	-1
COc1ncnc2c1NC1=C(S2)C(=NCCC(=O)O)CC(C)(C)C1	-4%	-0.2%	-1%	7	-9	10%	-48*	12%	4%	-1%	6
COc1ccc(NC(=O)NCc2ccco2)cc1OC	2%	0.1%	0%	-2	6	-1%	0	-2%	-7%	-1%	-5
c1ccc(CSc2nnc(-c3cccs3)n2Cc2ccco2)cc1	9%	-0.6%	-2%	1	-3	-1%	-1	?	-2%	-3%	1
CCCc1cc(C(=O)NNC(=S)NCC)c2ccccc2n1	-3%	-0.7%	5%	-1	-7	2%	0	3%	4%	2%	3
O=C(c1ccsc1)N1CCCC(N2CCN(c3cccc(Cl)c3)CC2)C1 (configuration not stated)	nt	0.7%	1%	-26	12	-4%	nt	-2%	1%	7%	6
Cc1cc(OCC(=O)Nc2ccc(CN3CCOCC3)cc2)c2c(C)cc(=O)oc2c1	nt	-0.3%	?	11	5	-6%	nt	-6%	-1%	5%	6
CC(C)(C)NC(=O)NC(=O)COC(=O)Cn1c(C(F)(F)F)nc2ccccc21	4%	-0.3%	2%	20	?	-1%	4	?	-20%	0%	-2
NC(=S)Nc1ccc2cc[nH]c2c1	-6%	-1.7%	-4%	-11	-14	0%	4	3%	12%	-1%	-5
COC(=O)c1cc(S(=O)(=O)N2CCN(c3ccc(C(C)=O)cc3)CC2)c[nH]1	nt	0.0%	-4%	-22	8	2%	nt	-1%	-5%	6%	-5
CCC(C)c1ccc(NC(=O)COc2c(F)c(F)c(C(F)(F)F)c(F)c2F)cc1 (configuration not stated)	7%	0.0%	3%	-7	7	4%	0	17%	-18%	0%	1
SMILES	PKM2 act	B2AR arrestin	uPA generation	KCNH2 3.1 block	Giardia kill	USP2a block	Coupling enz	Chronic BCR inh	Eya2 phos inh	GALK inhibitor	hERG WT inh
Cc1cc(Br)cc2c1NC(=O)C2(c1c(C)n(C)n(-c2ccccc2)c1=O)c1c(C)n(C)n(-c2ccccc2)c1=O	0%	-1.3%	2%	11	-10	1%	-2	4%	-5%	-2%	9
CCN(CC)CCOC(=O)/C=C/c1ccccc1OC	8%	2.4%	2%	14	5	-1%	3	-7%	-19%	0%	0
COc1ccc(C2/C=C\CN(S(=O)(=O)c3ccc(C)cc3)CC(=O)N2Cc2ccc(F)cc2)cc1 (configuration not stated)	-4%	0.0%	-6%	3	-21&-2	3%	1&0	-15%	-6%	-2%	9
CSc1nc2ccc(NC(=O)C3=NNC(=O)CC3)cc2s1	-1%	-0.2%	-22%	6	5	4%	-2	10%	7%	10%	-9
CCCn1c(SCC(=O)Nc2nonc2C)nnc1-c1ccoc1C	1%	0.2%	0%	0	7	2%	-1	?	18%	-1%	-7
c1ccc(CNc2ccc3c(c2)ncn3C2CCCCC2)nc1	6%	0.3%	-16%	-3	-2	0%	-2	-1%	-34%	-3%	4
COc1ccc(OC)c(C2C(C(=O)c3sc(C)nc3C)=C(O)C(=O)N2CCN2CCOCC2)c1 (configuration not stated)	1%	-0.9%	-2%	-21	-1	0%	0	0%	12%	3%	18
CCCCOc1ccc(C(=O)NCc2ccco2)cc1	-3%	-0.9%	-1%	13	17	0%	nt	6%	2%	-5%	-12
O=C(Cc1cccc2ccccc12)N/N=C1\CCCc2ccccc21	10%	-0.2%	-3%	-13	5	5%	2	-3%	-13%	0%	-9
CC1CN(C(=O)c2cc(Br)c(Br)s2)CC(C)O1 (configuration not stated)	nt	-0.9%	-8%	-33	-13	2%	nt	?	11%	nt	-1
CCCCNC(=S)Nc1ccc(F)cc1	-6%	0.5%	0%	7	20	0%	4	-5%	4%	2%	-3
Nc1ccc2nc(-c3cccc(-c4nc5ccc(N)cc5[nH]4)n3)[nH]c2c1	nt	-0.1%	-5%	-8	-25	-27%	-1	-3%	?	1%	-7
CN(CC(=O)Nc1ccc(OC(F)(F)F)cc1)C(=O)C1CCC1	nt	-0.1%	-11%	-5	30	1%	nt	-1%	8%	nt	0
Cc1ccc(NCc2n[nH]c(=S)n2-c2ccccc2)cc1	-9%	0.0%	2%	-1	17	0%	2	-1%	9%	8%	i
O=C(NCc1ccccc1)N1CCOc2ccccc21	nt	-0.6%	6%	-5	-2	1%	0	-3%	-3%	3%	1
Cc1ccc(Oc2ccc(NS(=O)(=O)c3cccc(C(=O)O)c3)cc2)cc1	nt	-0.6%	3%	-3	-3	-2%	nt	2%	8%	nt	4
NS(=O)(=O)c1ccc(NC(=O)/C=C/c2ccc(S(=O)(=O)NCc3ccco3)cc2)cc1	-1%	0.1%	-11%	-19	23	-1%	2	-2%	3%	-1%	-8
CCCC[C@@H](CN[C@H](C)CNC)NCC1CCC(C(C)(C)C)CC1 (some centres not stated)	-4%	0.3%	?	0	0	-1%	-2	?	-1%	nt	-1
CC1Cc2ccccc2N1C(=O)CSc1ncccc1C(=O)O (configuration not stated)	-4%	-0.4%	15%	10	5	7%	7	3%	23%	5%	-8
COc1ccc(CNC(=S)Nc2ccccc2)cc1Cl	nt	-0.3%	5%	19	31[activator]	-9%	0	?	14%	5%	nt
CCc1ccc2[nH]c(C(=O)Nc3ccc(Br)c(C)n3)cc2c1	nt	0.3%	12%	5	12	-2%	2	?	19%	6%	-9
O=C(Nc1ccccc1)NC1(C(=O)NCCCN2CCOCC2)CCCCC1	5%	-0.4%	-5%	6	10	1%	4	-2%	0%	-1%	0
CCN(CC)S(=O)(=O)c1ccc(-n2cnnn2)c(C)c1	-1%	0.1%	0%	2	1	3%	4	-15%	26%	-1%	-5
O=C1CC(Nc2ccc(N3CCOCC3)cc2)C(=O)N1c1ccccc1 (configuration not stated)	1%	-0.1%	23%	4	-6	-1%	1	12%	8%	0%	-11
Cc1nc2ccccn2c1C(=O)Nc1ccc2c(c1)OCCO2	3%	-1.8%	-3%	-1	-6	4%	-4	-7%	-5%	0%	-7
COc1ccc(NC(=O)CCCC(=O)c2ccccc2)c(OC)c1	nt	0.5%	-5%	4	-16	-1%	0	-1%	-12%	-2%	-6
